# POLI inh: qHTS for Inhibitors of Polymerase Iota; DNA polymerase iota (Homo sapiens), Q9UNA4; actives 1% (n = 390,000); Potency, µM (highest dose often 115 µM), for inactives: top-dose activity, negative = inhibition, usual class: inhibitors; Pol iota fluorescent replication assay, 10 min
#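 Pol iota at 10 nM preincubated 15 min with compounds at room temperature; reaction started with fluorescent substrate, 50 nM final. Fluorescence read kinetically at 0 and 10 min; buffer-only wells as negative control.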
# Pol eta inh: qHTS for Inhibitors of Polymerase Eta. DNA polymerase eta (Homo sapiens), Q9Y253. recombinant Pol eta, fluorescent DNA replication assay. Potency, µM (highest dose often 114 µM), inactives show at the top dose activity change, negative = inhibition, usual class: inhibitors. actives 1.2% (n = 390,000); also: % is scaled to controls: 0 for no effect and ±100 for the full control effect
#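 Pol eta at 10 nM preincubated with compounds 15 min at room temperature; reaction started with fluorescent substrate (50 nM final) and read kinetically at 0 and 10 min.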
# BAZ2B block: qHTS Assay for Inhibitors of BAZ2B; Bromodomain adjacent to zinc finger domain protein 2B (Homo sapiens), Q9UIF8; actives 4.4% (n = 360,000); Potency, µM (highest dose often 114 µM), inactives show top-dose activity change, negative = inhibition, most hits filed as inhibitors; AlphaScreen BAZ2B-H3K14Ac peptide displacement; also: % is scaled to controls: 0 for no effect and ±100 for the full control effect; nearly all actives have a fitted effect of over 60% in size
#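 BAZ2B (50 nM) with biotin-H3(5-23)K14Ac peptide (50 nM) in PBS pH 7.4, 0.01% Tween-20, preformed 30 min, then compound 30 min at room temperature; top concentration 110uM. AlphaScreen streptavidin donor/nickel chelate acceptor beads (10 ug/mL final), 20 min dark, signal read.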
# APE1 inh: qHTS Assay for Inhibitors of the Human Apurinic/apyrimidinic Endonuclease 1 (APE1). DNA repair nuclease/redox regulator APEX1 (Homo sapiens), P27695. recombinant APE1, TAMRA/BHQ-2 abasic DNA cleavage fluorescence. Potency, µM (doses to about 65.8 µM), without a hit: top-dose activity change, negative = inhibition, most hits filed as inhibitors. actives 0.35% (n = 350,000);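 also: plate controls were vehicle for no effect and reference inhibitor for full effect; nearly all actives have a fitted effect of over 55% in size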
# Target sequence (P27695 whole entry, looked up): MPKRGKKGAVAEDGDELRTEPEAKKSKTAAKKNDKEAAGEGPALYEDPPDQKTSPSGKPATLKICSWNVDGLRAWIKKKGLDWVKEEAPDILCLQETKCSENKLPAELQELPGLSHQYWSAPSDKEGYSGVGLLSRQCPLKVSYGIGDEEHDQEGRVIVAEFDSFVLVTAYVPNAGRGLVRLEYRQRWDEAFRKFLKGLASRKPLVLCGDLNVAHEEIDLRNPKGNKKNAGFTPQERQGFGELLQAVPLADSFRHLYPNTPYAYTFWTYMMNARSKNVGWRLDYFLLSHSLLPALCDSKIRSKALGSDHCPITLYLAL
#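 Kinetic fluorescence read (525 ex/598 em nm, three reads 60 s apart) of AP-site incision; signal = third minus first read. Enzyme 0.75 nM, dual-labelled THF duplex 50 nM, compound preincubation 15 min RT.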
# BLM helicase inh: qHTS Assay for Inhibitors of Bloom's syndrome helicase (BLM) | RecQ-like DNA helicase BLM (Homo sapiens), P54132 | actives 0.2% (n = 350,000) | Potency, µM (titrated, usually from 56.1 µM), for inactives: at the highest dose activity change, negative = inhibition, actives largely listed as inhibitors | recombinant BLM DNA unwinding, fluorescence dequenching;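 also: plate controls were vehicle for no effect and no enzyme for full effect; nearly all actives have a fitted effect of over 35% in size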
# Pol beta inh: qHTS Assay for Inhibitors of DNA Polymerase Beta; P06746; Pol beta primer extension/strand displacement, fluorescence kinetic; Potency, µM (highest dose often 114 µM), inactives show at the highest dose activity change, negative = inhibition, hits mostly inhibitors; actives 1.3% (n = 340,000); also: % is scaled to controls: 0 for no effect and ±100 for the full control effect
#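 Kinetic readout of DNA synthesis with strand displacement by Pol beta. Compound and 10 nM enzyme sit 15 min at room temperature; 50 nM substrate starts the reaction, read immediately and at 10 min.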
# G9a inh: qHTS Assay for Inhibitors of Histone Lysine Methyltransferase G9a | G9a H3K9 monomethylation, AlphaScreen, 2 h | actives 8.8% (n = 350,000) | Histone-lysine N-methyltransferase EHMT2 (Homo sapiens), Q96KQ7 | Potency, µM (highest dose often 102 µM), for the others: at the top dose activity, negative = inhibition, most hits filed as inhibitors | AID 504332, 2011; also: % is scaled to controls: 0 for no effect and ±100 for the full control effect; nearly all actives have a fitted effect of over 75% in size
# Target sequence (Q96KQ7 913-1193 limits assumed): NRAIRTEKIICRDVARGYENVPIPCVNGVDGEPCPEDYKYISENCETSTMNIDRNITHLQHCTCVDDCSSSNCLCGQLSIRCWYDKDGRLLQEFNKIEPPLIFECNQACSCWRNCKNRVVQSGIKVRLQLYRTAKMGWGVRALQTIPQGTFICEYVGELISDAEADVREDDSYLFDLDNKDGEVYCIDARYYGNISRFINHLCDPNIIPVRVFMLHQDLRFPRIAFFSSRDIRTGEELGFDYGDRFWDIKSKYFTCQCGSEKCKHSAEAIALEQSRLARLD
#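 Chemiluminescent proximity detection of H3K9 monomethylation, read after 10 min bead incubation in the dark. Reaction: 20 nM G9a, 500 nM biotin-H3K9 peptide, 20 uM SAM cofactor, 2 h, room temperature, following 15 min enzyme-compound preincubation.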
# POLK inh: qHTS for Inhibitors of Polymerase Kappa | Potency, µM (series often up to 107 µM), for the others: at the top dose activity, negative = inhibition, usual class: inhibitors | purified Pol kappa, fluorescent DNA synthesis assay, 10 min | actives 0.53% (n = 400,000) | DNA polymerase kappa (Homo sapiens), Q9UBT6 | AID 588579, 2011; also: % is scaled to controls: 0 for no effect and ±100 for the full control effect
#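 Inhibition of 10 nM Pol kappa is measured by a fluorescent read-out at 0 and 10 min following addition of 50 nM substrate (final), with a 15-min room-temperature compound preincubation.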
# JMJD2A Tudor inh: qHTS Assay for Inhibitors of JMJD2A-Tudor Domain. Potency, µM (highest dose often 114 µM), for inactives: at the top dose activity change, negative = inhibition, actives largely listed as inhibitors. AlphaScreen JMJD2A-Tudor / H3K4me3 peptide binding. actives 4.4% (n = 390,000). Lysine-specific demethylase 4A (Homo sapiens), O75164; also: % is scaled to controls: 0 for no effect and ±100 for the full control effect; nearly all actives have a fitted effect of over 50% in size
# Active calls of the source: *; ? = inconclusive; · = no result given; [ ] = remark or other dose. Calls follow the shape of the dose curve; as a rule, active = well fitted curve in the direction sought with a large enough effect; inconclusive = small, poorly fitted or top-dose-only effect, or another doubt; inactive = no such curve, though single readings can be large; an effect the other way counts as inactive or inconclusive. Potency is read from the fitted curve at half-maximal effect.
SMILES,POLI inh,Pol eta inh,BAZ2B block,APE1 inh,BLM helicase inh,Pol beta inh,G9a inh,POLK inh,JMJD2A Tudor inh
CCc1c(-c2ccccc2)nc2sc3c(c2c1N)CCCC3,132%[activator],-10%,-29%,1%,-9%,0%,2%,-20%,-22%
COc1ccc(NC(=O)c2oc3ccccc3c2CSC)cc1S(=O)(=O)N1CCOCC1,0%,-15%,·,20%,·,·,·,-6%,1%
O=C(NCc1ccccc1C(F)(F)F)C1CC(c2cccc(F)c2)=NO1 (stereo not given),16%,-19%,15%,18%,-5%,16%,14%[12.7 µM],-15%,-17%
C=CCN(c1ccccc1OC)S(=O)(=O)c1cccc(C(=O)NCc2cccs2)c1,28%,-7%,-7%,-23%,·,·,-42%,-7%,-25%
OCC[C@H]1C[C@@H](O)[C@H](O)[C@]2(CCCO2)O1,?,1%,·,·,·,·,·,-12%,-19%
Cc1ccc(S(=O)(=O)N2CCOCC2)cc1NC(=O)Cn1c(=O)ccn(Cc2ccccc2)c1=O,27%,-15%,·,·,·,·,·,-5%,-12%
O=C(CSc1nc2ccccc2c(=O)n1Cc1ccco1)NCCN1C(=O)CSC1=O,36%[activator],2%,6%,0%,1%,13%,·,-10%,-13%
CCOC(=O)c1ccccc1NC(=O)c1sc2ncn(CC)c(=O)c2c1C,6%,-17%,0%,·,-2%,0%,?,7%,-7%
COc1ccc(-c2cc3c(=O)n(CC(=O)NCCCc4ccccc4)ncn3n2)cc1,-16%,1%,12%,12%,-1%,1%,·,1%,-10%
O=C(c1ccccc1Br)N1CCn2c1nc1ccccc12,21%,0%,-9%,5%,1%,26%,-35%,4%,-14%
COC(=O)c1cc(OCC(=O)Nc2ccc3c(c2)CCC3)cc(C(=O)OC)c1,17%,-12%,·,39%,·,·,·,-5%,-6%
N#CCSc1nccc(-c2cc(Cl)sc2Cl)n1,5%,-18%,6%,5%,-2%,-1%,3%,-9%,3%[11.4 µM]
CCOC(=O)c1c(-c2ccc(OC)c(OC)c2)csc1NC(=O)c1ccc(C)cc1,17%,-12%,-9%,·,-5%,-20%,7%[59 µM],-4%,8%
COC(=O)c1cc(S(=O)(=O)NCC2CCN(Cc3cc(C)ccc3C)CC2)cn1C,-20%,-5%,-14%,-2%,3%,-24%,11%,1%,13%
Cc1ccc(-n2nnnc2-c2cnc(-c3cccnc3)nc2C(F)(F)F)cc1,1%,3%,-3%,-1%,-3%,9%,11%[59 µM],-7%,-30%
O=C(Cn1nc2n(c1=O)-c1ccccc1SC2)N/N=C/c1ccncc1,0%[58.9 µM],-7%,2%,2%,0%,2%,-2%,-7%,-2%
COCCNC(=S)N1CCN(c2nc(-c3ccccc3)cs2)CC1,19%,-13%,?,7%,-5%,12%,?,-2%,-24%
CCCCN(C)C(=O)c1sc2ncn(CC)c(=O)c2c1C,7%,-12%,0%,9%,-2%,11%,5%[59 µM],-6%,-11%
CCN(CC(=O)Nc1ccc(NC(C)=O)cc1)C(=O)C1(c2ccccc2)CC1,9%,-13%,9%,-9%,·,·,12%[59 µM],-4%,-3%
O=C(c1ccco1)N1CCN(C(=O)c2cc3ccccc3oc2=O)CC1,15%,7%,-2%,-4%,3%,47%,·,-7%,-16%
COc1ccc(NC(=O)Cn2c(=O)n(Cc3nc(-c4ccccc4)no3)c(=O)c3ccccc32)cc1Cl,15%,-15%,-5%,·,-6%,-2%,-29%[59 µM],-11%,-11%
Cc1ccc2nc3c(cc2c1)c(NC(=O)c1ccco1)nn3CC(C)C,-6%[58.9 µM],-1%,2%,-1%,-3%,-4%,?,-6%,4%
CC1CC(C)CN(CC(=O)NNC(=O)COc2ccc(Cl)cc2)C1 (stereo not given),20%,-24%,?,20%,·,·,?,1%,-10%
CCOc1ccc(S(=O)(=O)Nc2ccccc2C(=O)NCc2ccco2)cc1,?,1%,?,-5%,-1%,10%,50µM*,-6%,-31%
COc1ccc(-c2nc(CSCC(=O)N3CCc4ccccc4C3)c(C)o2)cc1OC,3%,-11%,-6%,0%,-4%,8%,35µM*,-14%,?

# Five of these compounds in another layout.
# Every second line gives: POLI inh | Pol eta inh | BAZ2B block | APE1 inh | BLM helicase inh | Pol beta inh | G9a inh | POLK inh | JMJD2A Tudor inh
- Cc1ccc(-n2nnnc2-c2cnc(-c3cccnc3)nc2C(F)(F)F)cc1
→ 1% | 3% | -3% | -1% | -3% | 9% | 11%[59 µM] | -7% | -30%
- O=C(Cn1nc2n(c1=O)-c1ccccc1SC2)N/N=C/c1ccncc1
→ 0%[58.9 µM] | -7% | 2% | 2% | 0% | 2% | -2% | -7% | -2%
- COCCNC(=S)N1CCN(c2nc(-c3ccccc3)cs2)CC1
→ 19% | -13% | ? | 7% | -5% | 12% | ? | -2% | -24%
- CCCCN(C)C(=O)c1sc2ncn(CC)c(=O)c2c1C
→ 7% | -12% | 0% | 9% | -2% | 11% | 5%[59 µM] | -6% | -11%
- CCN(CC(=O)Nc1ccc(NC(C)=O)cc1)C(=O)C1(c2ccccc2)CC1
→ 9% | -13% | 9% | -9% | · | · | 12%[59 µM] | -4% | -3%

# The list continues:
SMILES,POLI inh,Pol eta inh,BAZ2B block,APE1 inh,BLM helicase inh,Pol beta inh,G9a inh,POLK inh,JMJD2A Tudor inh
Cc1ccc(C)c(NC(=O)NCc2ccccn2)c1,-10%,-4%,6%,11%,-6%,62%,·,-1%,-13%
O=S(=O)(c1cccc(F)c1)N1CCCN(c2ccc(C(F)(F)F)cn2)CC1,116%[activator],-7%,-2%,-11%,-9%,8%,·,-6%,12%
COc1ccc(NC(=O)C2CCCN2C(=O)OC(C)(C)C)cc1 (stereo not given),32%[activator],-17%,-16%,20%,1%,19%,-4%[59 µM],-8%,-11%
O=C(OCn1nnc2ccccc2c1=O)C1=COCCO1,2%,-7%,-1%,-6%,-1%,7%,15%[59 µM],7%,2%
CCOC(=O)c1cc2ccccc2n1CCN(CC)CC,17%,-17%,-11%,-5%,3%,-2%,9%[2.33 µM],-5%,-17%
COc1cc2c(cc1OC)-c1cc(NC3CCCCCCC3)nc(=O)n1CC2,-8%,-13%,-29%,-1%,3%,?,45µM*,2%,-20%
Cc1cc(C(=O)OCC(=O)c2c(N)n(C)c(=O)n(C)c2=O)c(C)o1,5%,-8%,-6%,-3%,-1%,-7%,?,1%,6%
CCOC(=O)c1cn2cccnc2n1,30%[activator],-9%,2%,6%,0%,13%,8%,7%,3%
COc1cccc(NC(=O)CCNS(=O)(=O)c2cccc3nsnc23)c1,56%[activator],6%,·,1%,4%,-6%,-42%,-9%,-4%
O=C(Cc1n[nH]c(=O)c2ccccc12)N1CCN(c2ccc(F)cc2)CC1,147%[activator],-2%,-14%,2%,0%,12%,-9%,-7%,-14%
CCN(CC)S(=O)(=O)c1ccc(-c2nnc(SCC(=O)Nc3nc(C)cs3)o2)cc1,14%,-11%,16%,2%,-1%,4%,36%[59 µM],-7%,-11%
CCCn1nc(C(=O)OCC(=O)Nc2cccc(S(N)(=O)=O)c2)c2ccccc2c1=O,16%,-23%,-7%,0%,1%,11%,5%,3%,-2%
O=C(c1c[nH]c(C(=O)C(Cl)(Cl)Cl)c1)c1ccccc1F,-15%,?,-22%,-4%,-2%,-1%,-17%,-5%,-10%
Cc1c(C)c2c(OCC(=O)NC3CC3)cc3c(c2oc1=O)CCC(C)(C)O3,-3%,-9%,-20%,22%,1%,-22%,5%[12.7 µM],0%,-20%
CCOC(=O)C1=C(C)OC(N)=C(C#N)C1c1cc2ccccc2nc1N1CCCCC1 (stereo not given),25%,?,-2%,23%,-13%,19%,11µM*,0%,2%
CCNC(=O)N(CC)C[C@H]1N[C@@](Cc2ccccc2)(C(=O)OC)[C@H]2C(=O)N(Cc3ccccc3)C(=O)[C@@H]12,19%,-3%,·,27%,·,·,·,0%,-14%
CCC(C)NC(=O)C(CCSC)NC(=O)c1ccccc1 (stereo not given),12%,-10%,-4%,6%,1%,4%,-5%,4%,4%
Cc1ccc(C(C)C)c(OCC(=O)NNC(=O)Cc2ccc(S(=O)(=O)N3CCOCC3)s2)c1,-3%,?,·,-4%,·,·,·,-8%,-32%
CCN(CC)CCNC(=O)CCn1nc(-c2ccc(Cl)cc2)ccc1=O,-23%,-6%,-5%,37%,-4%,14%,4%,10%[60.1 µM],7%
O=C(O)c1cccc(N2C(=O)c3ccc(C(=O)c4cccc([N+](=O)[O-])c4)cc3C2=O)c1,-29%,56µM*,-18%,19%,1%,-9%,56µM*,-40%,-14%
O=C(COC(=O)c1ccc(F)cc1F)Nc1cccc(S(=O)(=O)N2CCOCC2)c1,10%,-9%,5%,3%,·,·,?,-5%,-20%
CC(=O)Nc1cccc2c1C(=O)N(c1ccc(OC(C)=O)cc1)C2=O,95%[activator],-10%,-3%,1%,-10%,3%,8%,0%,-11%[11.4 µM]
COc1ccc(C2SCC(=O)N2CCCN(C)C)cc1 (stereo not given),-2%,-8%,14%,3%,-10%,21%,-1%,5%,-12%
CC(C)N(CCNC(=O)c1ccc(OCC2CCCO2)cc1)C(C)C (stereo not given),-3%,-12%,4%,20%,-1%,5%,-8%,2%,-11%
CCC1OC(=O)C(C)[C@@H](O[C@H]2C[C@@](C)(OC)C(O)C(C)O2)C(C)[C@@H](O[C@@H]2OC(C)CC(N(C)C)C2O)[C@](C)(O)CC(C)/C(=N\OCOCCOC)[C@H](C)C(O)[C@]1(C)O (stereo not given in full),·,·,·,-1%,-9%,·,-2%[2.33 µM],-5%[60.1 µM],·
CC(CO)N1CCS(=O)(=O)CC1 (stereo not given),16%,9%,-4%,3%,-5%,2%,9%[59 µM],2%,-4%
Cc1ccc(CN2CC(C(=O)Nc3ccc(S(=O)(=O)N4CCCCC4)cc3)CC2=O)cc1 (stereo not given),9%,-12%,·,·,·,·,·,-21%,-26%

# Source: PubChem BioAssay (National Center for Advancing Translational Sciences (NCATS))

# These rows are one share of the data (hit frequency here may not be typical).
